Source: PubChem
Lipid storage S3: qHTS Assay for Lipid Storage Modulators in Drosophila S3 Cells. AID 2685. 320,000 tested, 0.64% active. Drosophila S3 cells, BODIPY lipid droplet fluorescence, 18-24 h; cells fed with added oleic acid. lipid storage change, negative = inhibition, % at the top dose, mostly 46.1 µM; hits show Potency in µM; active = well fitted inhibition curve with a large enough effect in the signal ratio, with a control signal flat, not every such curve was filed as active; inconclusive = small, poorly fitted or top-dose-only effect, or effect the other way, or a change in a side signal; the % refers to the signal ratio
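Laser-scanning cytometry quantifies lipid droplet accumulation (500–530 nm total intensity; droplet/cell object ratio) in oleic acid-fed (400 uM added) Drosophila S3 cells treated with a concentration series. 20 uM Triacsin C defined 100% inhibition.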
Lipid storage S3 cell count max: further read-out of Lipid storage S3, marked with its call; cell number change, %; measured here: cell count max response;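 cells counted by Cell Tracker Red CMTPX staining in the red channel; peak over a dose series mostly up to 46.1 µM; percent activity relative to internal control wells on each plate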
An asterisk follows results filed as active. % is scaled to controls: 0 for no effect and ±100 for the full control effect; potency is read from the fitted curve at half-maximal effect.

Start of the listing, in advance (6 entries):
Screening COC(=O)C(O)(c1ccc(NC(=S)NC(=O)c2ccc(Cl)cc2Cl)c(C)c1)C(F)(F)F (stereo unspecified) returned Lipid storage S3 inconclusive.
`CN(C)C(=O)OCc1n(C)cc[n+]1C` gave Lipid storage S3 inconclusive.
c1ccc2c(CCNC3=NCCC3)c[nH]c2c1 was read as Lipid storage S3 inconclusive.
Screening O=C(Cn1cc(C(=O)c2ccccc2F)c2ccccc21)NCc1ccco1 returned Lipid storage S3 inconclusive.
For Cc1cc(/C=C2\C(=O)NC(=O)N(c3ccccc3F)C2=O)c(C)n1-c1cc(C(=O)O)cc(C(=O)O)c1 the results were Lipid storage S3 inconclusive.
For O=C(c1ccc(C(F)(F)F)cc1)C1CCCN(Cc2ccc(CO)o2)C1 (stereo unspecified) the results were Lipid storage S3 2.5% and Lipid storage S3 cell count max 3.1.

The listing, from the start:
Screening COC(=O)C(O)(c1ccc(NC(=S)NC(=O)c2ccc(Cl)cc2Cl)c(C)c1)C(F)(F)F (stereo unspecified) returned Lipid storage S3 inconclusive.
`CN(C)C(=O)OCc1n(C)cc[n+]1C` gave Lipid storage S3 inconclusive.
c1ccc2c(CCNC3=NCCC3)c[nH]c2c1 was read as Lipid storage S3 inconclusive.
Screening O=C(Cn1cc(C(=O)c2ccccc2F)c2ccccc21)NCc1ccco1 returned Lipid storage S3 inconclusive.
For Cc1cc(/C=C2\C(=O)NC(=O)N(c3ccccc3F)C2=O)c(C)n1-c1cc(C(=O)O)cc(C(=O)O)c1 the results were Lipid storage S3 inconclusive.
For O=C(c1ccc(C(F)(F)F)cc1)C1CCCN(Cc2ccc(CO)o2)C1 (stereo unspecified) the results were Lipid storage S3 2.5% and Lipid storage S3 cell count max 3.1.
Screening CC(C)N1CC=C(c2c[nH]c3ccccc23)CC1 returned Lipid storage S3 26.8% and Lipid storage S3 cell count max 2.3.
Screening CCOC(=O)C1=C(N)OC(C)=C(C(=O)OCCOC)C12C(=O)Nc1ccccc12 (stereo unspecified) returned Lipid storage S3 inconclusive.
CN(C)/C=C(\C=[N+](C)C)c1[nH]ncc1[N+](=O)[O-] was read as Lipid storage S3 -0.1% and Lipid storage S3 cell count max 12.6.
Screening COC(=O)C1=C(c2ccc(-c3ccccc3)c(F)c2)C[C@@H]2CC[C@H]1N2C(=O)NCCc1ccccc1 returned Lipid storage S3 inconclusive.
Screening CNCC(C)c1ccccc1 (stereo unspecified) returned Lipid storage S3 inconclusive.
For CCOP(=O)(OCC)C(NC(=O)NS(=O)(=O)c1ccc(C)cc1)c1ccccc1 (stereo unspecified) the results were Lipid storage S3 inconclusive.
CSc1ncc(/C=C2/C(=O)NC(=O)N(C3CCCCC3)C2=O)cn1 was read as Lipid storage S3 inconclusive.
`O=C(NC1(C(F)(F)F)Oc2ccc(Cl)cc2O1)N1CCC2(CC1)OCCO2` (stereo unspecified) gave Lipid storage S3 inactive and Lipid storage S3 cell count max 3.2.
Screening CN1C[C@H](CO)C[C@@H]2c3cccc4[nH]cc(c34)C[C@H]21 returned Lipid storage S3 inconclusive.
O=C1C2(c3ccccc3)CN3CN(C2)CC1(c1ccccc1)C3 was read as Lipid storage S3 2.2% and Lipid storage S3 cell count max 11.3.

An excerpt, so the mix of outcomes need not match the whole.
